PTHR1 ag: qHTS for PTHR1 Agonists: Primary Screen; Parathyroid hormone/parathyroid hormone-related peptide receptor (Homo sapiens), Q03431; AID 743266, 2014; HEK293 GP2 PTHR1 cells, GloSensor cAMP luminescence, 1 h; 410,000 tested, 0.075% active; Potency, µM (titrated, usually from 115 µM), for the others: top-dose activation, usual class: activators; further: nearly all actives have a fitted effect of over 55% in size; some results filed as inactive show a strong effect at the top dose; inactives centre near -15; many of its hits are not listed in these tables
Target sequence (Q03431 whole entry, looked up): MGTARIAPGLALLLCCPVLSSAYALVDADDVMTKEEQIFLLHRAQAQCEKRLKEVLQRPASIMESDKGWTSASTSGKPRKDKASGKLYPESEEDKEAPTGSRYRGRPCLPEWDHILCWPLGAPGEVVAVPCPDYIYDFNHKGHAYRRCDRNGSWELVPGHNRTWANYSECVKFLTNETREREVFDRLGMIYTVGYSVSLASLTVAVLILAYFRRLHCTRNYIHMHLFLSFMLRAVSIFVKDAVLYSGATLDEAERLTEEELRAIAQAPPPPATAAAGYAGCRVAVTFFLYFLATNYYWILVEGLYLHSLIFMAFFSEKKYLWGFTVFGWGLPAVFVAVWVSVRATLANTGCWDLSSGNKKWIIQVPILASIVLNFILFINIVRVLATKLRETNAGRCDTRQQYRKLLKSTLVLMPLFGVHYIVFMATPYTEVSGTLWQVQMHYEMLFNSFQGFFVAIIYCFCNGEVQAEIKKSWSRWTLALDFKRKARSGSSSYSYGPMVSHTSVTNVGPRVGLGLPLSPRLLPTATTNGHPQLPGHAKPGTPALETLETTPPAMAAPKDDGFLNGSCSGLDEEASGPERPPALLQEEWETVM
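HEK-293-derived GP2 cells expressing PTHR1 and a GloSensor cAMP reporter, 3,000/well, plated overnight, given luciferin plus IBMX (each 0.5 mM as added) for 1 h at 37 °C, then compound for 1 h at 37 °C. Luminescence was read after 15 min at room temperature.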
aSyn rescue: qHTS of alpha-syn Inhibitors; Potency, µM (titrated, usually from 46.1 µM), inactives show top-dose growth rescue (activation), most hits filed as activators; Yeast expressing alpha-synuclein, growth rescue, BacTiter-Glo, 24 h; AID 652106, 2013; 370,000 tested, 0.14% active; further: % of control where 0% means no effect; nearly all actives have a fitted effect of over 65% in size
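Rescue of yeast growth: cells expressing toxic alpha-synuclein, induced in galactose at OD600 0.02, incubated with compound 24 h at 30 C. ATP luminescence quantified growth; inhibitors of toxicity appear as activators.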
TDP-43 yeast inh: qHTS of TDP-43 Inhibitors. TDP-43 expressing yeast growth rescue, BacTiter-Glo, 24 h. Potency, µM (doses to about 46.1 µM), for the others: at the highest dose growth rescue (activation), most hits filed as activators. 410,000 tested, 1.8% active. AID 652104, 2013; further: % of control where 0% means no effect; nearly all actives have a fitted effect of over 50% in size
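Yeast expressing TDP-43 (pregrown in raffinose, seeded at OD600=0.02 in galactose medium) exposed to compounds 24 hr at 30 deg C. Growth read by BacTiter-Glo luminescence; rescue of toxicity appears as increased signal.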
EPAC2 antagonist: qHTS for Antagonist of cAMP-regulated guanine nucleotide exchange factor 2 (EPAC2): primary screen; Potency, µM (series often up to 114 µM), inactives show at the top dose activity, negative = inhibition, hits mostly inhibitors; EPAC2 GEF exchange of Rap1B-BODIPY-GDP, fluorescence; 360,000 tested, 0.18% active; AID 720708, 2013; further: on the % scale 0 is the no-effect control and ±100 the full control effect; nearly all actives have a fitted effect of over 45% in size; many of its hits are not listed in these tables
EPAC2 ag: qHTS for Agonist of cAMP-regulated guanine nucleotide exchange factor 4 (EPAC2): primary screen; EPAC2 activation, biochemical qHTS; response scale: 100% = 6.5 mM cAMP response; Potency, µM (titrated, usually from 154 µM), inactives show at the top dose activation, usual class: activators; 360,000 tested, 0.079% active; AID 720711, 2013; further: nearly all actives have a fitted effect of over 50% in size
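qHTS, titration series. 100 nM EPAC2 / 250 nM Rap1B-BODIPY-GDP / 50 uM GDP; RT; ex 480/em 540 nm, 5-min reads to 30 min. Norm. to 6.5 mM cAMP = activation.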
FUS yeast rescue: qHTS for Suppressors of FUS Proteinopathy: Primary screen using FUS-linked yeast assay; S. cerevisiae FUS-expressing, growth rescue, OD600, 24 h; Potency, µM (highest dose often 76.6 µM), without a hit: at the top dose growth rescue (activation), actives largely listed as activators; 390,000 tested, 0.24% active;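 further: plate controls were DMSO vehicle for no effect and reference control for full effect; nearly all actives have a fitted effect of over 55% in size; some results filed as inactive show a strong effect at the top dose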
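Quantitative HTS measuring growth restoration of FUS-toxic yeast. Galactose-induced cells (OD 0.005) were exposed 24hr at 30C to compounds at several concentrations, then absorbance at 600 nm was recorded.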
EPAC1 agonist: qHTS for Agonist of cAMP-regulated guanine nucleotide exchange factor 3 (EPAC1): primary screen; 360,000 tested, 0.073% active; Potency, µM (highest dose often 154 µM), for the others: at the highest dose activation, most hits filed as activators; AID 720707, 2013; Rap guanine nucleotide exchange factor 3 (Homo sapiens), O95398; EPAC1 agonist qHTS, biochemical assay; response scale: 100% = response to 6.5 mM cAMP; further: nearly all actives have a fitted effect of over 60% in size
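Nucleotide exchange assay: 100 nM EPAC1 with 250 nM Rap1B loaded with BODIPY-GDP and 50 uM GDP, room temperature. Fluorescence (480/540 nm) read every 5 min for 30 min; signal change normalized to 6.5 mM cAMP as full agonist.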
EPAC1 antag: qHTS for Antagonist of cAMP-regulated guanine nucleotide exchange factor 3 (EPAC1): primary screen; Potency, µM (top dose mostly 115 µM), for inactives: at the highest dose activity change, negative = inhibition, actives largely listed as inhibitors; 360,000 tested, 0.14% active; Rap guanine nucleotide exchange factor 3 (Homo sapiens), O95398; AID 720709, 2013; EPAC1 GEF assay, Rap1b-BODIPY-GDP exchange fluorescence;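 further: plate controls were vehicle for no effect and positive control for full effect; nearly all actives have a fitted effect of over 50% in size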
Active calls of the source: *; i = inactive; ? = inconclusive; / = not tested or not shown; [ ] = remark or other dose. The call rests on the fitted dose curve; in most records, active means well fitted curve in the direction sought with a large enough effect; inconclusive means small, poorly fitted or top-dose-only effect, or another doubt; inactive means no such curve, though single readings can be large; an effect the other way counts as inactive or inconclusive. Potency means the concentration at half of the fitted maximal effect. Not all compounds are listed; rates above refer to the full screens.

canonical_smiles	PTHR1 ag	aSyn rescue	TDP-43 yeast inh	EPAC2 antagonist	EPAC2 ag	FUS yeast rescue	EPAC1 agonist	EPAC1 antag
CC(=O)c1ccc(N=Nc2c(C)[nH][nH]c2=O)cc1	-12%	-7%	3%	-10%	2%	-8%	3%	-20%
COC(=O)C1C2CCCCC1C(=O)O2 (centres undefined)	i	1%	7%	9%	4%	/	-8%	12%
CN(C(=O)c1ccc(NC(=O)Cc2ccc(NC(=O)C3CCCN(C(=O)C4CC4)C3)cc2)cc1)C1CC1 (centres undefined)	-22%	-6%	-6%	-9%	2%	-1%	-9%	2%
Cc1ccc(-c2cc(N)nc(-c3ccccc3)c2)cc1	-8%	2%	18%	?	8%	13%	16%	-10%
O=C(C1=NN[C@@H]2C(=O)N(c3cccc(F)c3)C(=O)[C@H]12)c1cnccn1	-33%[inhibitor]	4%	-3%	0%	-5%	13%	7%	1%
Cc1nnc2c3ccccc3ccn12	i	2%	25%	-4%	9%	/	-4%	0%
CCCC(=O)Nc1nn(CCC)c2nc3ccccc3cc12	?	/	?	-10%	6%	/	-1%	-23%
CC(NC(=O)C1CCN(C(=O)c2ccc(F)cc2)CC1)c1ccc(S(N)(=O)=O)cc1 (centres undefined)	-17%	1%	-8%	5%	2%	4%	-4%	7%
CC(c1ccc(F)cc1)n1cc(S(=O)(=O)N2CCCC2)ccc1=O (centres undefined)	-4%	0%[1.84 µM]	4%	6%	4%	21%	-17%	5%
CNC(=O)c1ccc(Nc2nnc(-c3ccc(C)c(S(N)(=O)=O)c3)c3ccccc23)cc1	i	-3%	13%	9%	12%	11%	3%	-22%
CN1CCN(S(=O)(=O)c2ccc(NC(=O)c3cccs3)cc2)CC1	-9%[57.5 µM]	2%	3%	0%	-11%	1%	0%	3%
Cc1onc(-c2ccccc2)c1C(=O)Nc1ncc([N+](=O)[O-])s1	-42%[inhibitor]	-39%[inhibitor]	-94%[inhibitor]	-13%	11%	6%	5%	7%
COc1ccc(C(=O)NCCSc2ccccc2C)cc1	-37%[inhibitor]	-2%	-2%	-8%	7%	2%	-10%	-18%
O=C(CSCc1ccccc1Cl)Nc1ccc(C(=O)O)cc1	i	2%	-2%	-6%	4%	0%	0%	-8%
CCOc1ccccc1NC(=O)CN1C(=O)COc2ccccc21	i	0%	25%	-7%	-3%	-14%	-2%	-5%
CCOc1cc(NC(=O)c2cccs2)c(OCC)cc1NC(=O)c1cccnc1	i	0%	-12%	17%	7%	-29%	-11%	-3%
O=C1CCc2cc(S(=O)(=O)Nc3ccccc3F)ccc2N1	i	-4%	8%	16%	1%	/	-1%	1%
CN(C)CCSc1nc(-c2ccccc2)nc2c1CCC2	-8%	1%	5%	-4%	7%	-13%	5%	?
CCOc1cc(CNc2ccc(S(N)(=O)=O)cc2)ccc1OCC(=O)NC(C)(C)C	-31%[inhibitor]	0%	-16%	?	1%	-9%	-3%	-23%
C=CCNC(=S)Nc1ccccc1-c1nnc2n1CCCCC2	i	-1%	-2%	8%	0%	-13%	-19%	0%
O=C(CSCc1ccc(Br)cc1)Nc1ccc(S(=O)(=O)N2CCOCC2)cc1	i	2%	0%	3%	15%	25%	20%	-2%
Fc1ccc(CNC(=S)Nc2ccccc2Cl)cc1	-8%	-1%	?	7%	-6%	-10%	-2%	-7%
CCOc1ccccc1C(=O)N(Cc1ccc(C)o1)C1CCS(=O)(=O)C1 (centres undefined)	i	3%	7%	2%	1%	0%	-9%	9%
O=C(O)CC(c1cccc([N+](=O)[O-])c1)N1Cc2ccccc2C1=O (centres undefined)	i	-7%	-23%	6%	7%	-2%	5%	-2%
CC(=O)Nc1ccc(NC(=O)COc2ccc(S(=O)(=O)NC(C)c3ccccc3)cc2)cc1 (centres undefined)	-14%	0%	-15%[1.82 µM]	-4%	1%	16%	3%	-2%
C=CCn1cnnc1SCC(=O)N(C1CCCCC1)C1CCS(=O)(=O)C1 (centres undefined)	-9%	0%	11%	-3%	0%	-9%	-6%	-5%
CCOC(=O)C1=NNC(C(=O)O)C1c1ccccc1 (centres undefined)	-9%	-11%	10%	-1%	0%	/	0%	-4%
COc1ccc(/C=C/C(=O)N(C)C2(C)CCS(=O)(=O)C2)cc1 (centres undefined)	i	-8%	-8%	15%	4%	3%	1%	-4%
Cc1c(NC(=S)N2CCN(c3ccc(F)cc3)CC2)c(=O)n(-c2ccccc2)n1C	-10%	0%	20%	9%	6%	10%	10%	-19%
O=S(=O)(NCCSCc1c(Cl)cccc1Cl)c1ccc2c(c1)OCCO2	i	6%	35µM*	5%	9%	26%	14%	-1%
Cc1cc(=O)[nH]c(SCC(=O)Nc2nnc(CC(C)C)s2)n1	i	3%	5%	-2%	-1%	-13%	6%	-3%
CCn1cc(C(=O)OCc2ccc(F)cc2)c(=O)c2ccc(C)nc21	i	13%	-13%	16%	4%	19%	3%	4%
COc1ccc2c([N+](=O)[O-])c(Cl)[nH]c2c1	i	2%	14%	2%	5%	-33%	-8%	-13%
CCSc1nnc(NC(=O)CSc2nc3c(c(=O)n2CCOC)SC(C)C3)s1 (centres undefined)	-32%[inhibitor]	-2%	15%	5%	10%	-6%	-4%	-2%
CCOc1ccc2cc(S(=O)(=O)N3CCOCC3)ccc2c1	-12%[57.5 µM]	8%	8%	-9%	-3%	2%	2%	2%
Cc1cc(=O)c2c(=O)[nH][nH]c2[nH]1	-11%	-4%	25%	1%	2%	-14%	-10%	16%
COc1ccc(-n2cnc3cc(NCc4cccs4)ccc32)cc1	i	2%	-6%	-6%	19%	17%	20%	?
Cc1sc2ncnc(N3CCC(C(=O)NNC(=O)COc4ccc(Cl)cc4)CC3)c2c1C	-42%[inhibitor]	15%	19%	4%	11%	?	7%	-15%
O=C(c1cccc(N2C(=O)C3C4C=CC(C4)C3C2=O)c1)N1CCCCCC1 (centres undefined)	i	1%	14%	5%	3%	-5%	1%	-13%
CCCCCCCCCCCCCCCC[n+]1ccc(C(N)=O)cc1	i	-73%[inhibitor]	-36%[inhibitor]	-18%	-6%	32µM*	3%	-1%
CC1CCC(NC(=O)CCNS(=O)(=O)c2ccc3c(c2)CCC(=O)N3)CC1 (centres undefined)	-21%	0%	-2%	6%	7%	18%	3%	-1%
COc1ccc(NC(=O)CSCC(=O)NCc2cccc(C(F)(F)F)c2)cc1	-4%	2%	18%	-11%	2%	-9%	8%	-11%
COC(=O)c1ccc(-c2csc(NC(=O)c3c(C)noc3C)n2)cc1	-25%	-1%	-18%	4%	0%	0%	-5%	-4%
O=C(Nc1ccccc1NC(=O)c1ccccc1F)c1ccccc1F	-5%	-16%	-20%	7%	10%	7%	7%	-2%
CC[C@]1(c2ccccc2C)ON(c2ccccc2C(F)(F)F)C1=O	-23%	2%	-8%	-30%	1%	-10%	-9%	-24%

Taken from above:
`O=C(CSCc1ccc(Br)cc1)Nc1ccc(S(=O)(=O)N2CCOCC2)cc1` @ aSyn rescue: 2%
`O=C(Nc1ccccc1NC(=O)c1ccccc1F)c1ccccc1F` @ EPAC2 ag: 10%

Just PTHR1 ag, EPAC1 agonist and EPAC1 antag, for 2 of the compounds above:
Structure | PTHR1 ag | EPAC1 agonist | EPAC1 antag
CCCCCCCCCCCCCCCC[n+]1ccc(C(N)=O)cc1 | i | 3% | -1%
CC1CCC(NC(=O)CCNS(=O)(=O)c2ccc3c(c2)CCC(=O)N3)CC1 (centres undefined) | -21% | 3% | -1%

Next structures:
canonical_smiles	PTHR1 ag	aSyn rescue	TDP-43 yeast inh	EPAC2 antagonist	EPAC2 ag	FUS yeast rescue	EPAC1 agonist	EPAC1 antag
O=S(=O)(CCOc1ccccc1)c1nc2ccccc2[nH]1	-23%[57.5 µM]	-1%	8%	-5%	7%	-3%	13%	-6%
O=C(O)c1cn[nH]c1-c1cccc([N+](=O)[O-])c1	i	3%	-15%	2%	3%	-15%	4%	-13%
CCN(CC)CCOC(=O)C1(c2ccc([N+](=O)[O-])cc2)CCCC1	i	-6%	19%	15%	6%	-30%	-18%	-6%
CC1CCN(C(=O)Cn2c(=O)n(-c3ccc(F)cc3)c(=O)c3sccc32)CC1	i	3%	15%	4%	4%	-22%	-3%	-8%
O=C(NN1C(=O)C2C(C1=O)C1C=CC2C12CC2)c1ccc(Cl)cc1 (centres undefined)	-39%[inhibitor]	0%	-8%[1.82 µM]	-1%	-3%	15%	5%	2%
CC(O)(c1ccccc1)c1ccc2ccccc2n1 (centres undefined)	-6%	2%	20%	-9%	9%	/	-2%	5%
N#Cc1c(-c2cccs2)nc(SCC(=O)c2ccc(Br)cc2)[nH]c1=O	-8%	6%	-9%	-26%	4%	24%	11%	?
Cc1ccccc1NC(=O)C12CC3CCC1(C)C3(C)CO2 (centres undefined)	i	8%	-15%	-4%	4%	5%	-7%	16%
Cc1ccccc1NC(=O)NCC1CCN(c2ccc(S(=O)(=O)N3CCOCC3)cc2)CC1	-30%[inhibitor]	1%	-2%	-1%	18%	21%	2%	-22%
CCN(CC)c1ccc(CNc2nc3ccccc3n2C(C)C)cc1	i	-2%	0%	3%	1%	0%	2%	-26%
CCCNC(=O)N1CCN(Cc2ccco2)CC1	8%	-5%	-11%[0.397 µM]	-7%	4%	-7%	-10%	10%

From PubChem BioAssay
